# Screens (PubChem BioAssay)
# AmpC detergent: inhibitors of E. coli AmpC beta-lactamase with detergent; P00811; AmpC hydrolysis of nitrocefin, absorbance 480 nm, 0.01% Triton; Potency, µM (series often up to 114 µM), inactives show at the highest dose activity change, negative = inhibition, usual class: inhibitors; actives 0.041% (n = 370,000); AID 485294;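 note: potency is the fitted concentration of half-maximal effect; 0% = no-compound wells and -100% = no-enzyme wells; nearly all actives have a fitted effect of over 25% in size; some results filed as inactive show a strong effect at the top dose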
# Target sequence (P00811 whole entry, looked up): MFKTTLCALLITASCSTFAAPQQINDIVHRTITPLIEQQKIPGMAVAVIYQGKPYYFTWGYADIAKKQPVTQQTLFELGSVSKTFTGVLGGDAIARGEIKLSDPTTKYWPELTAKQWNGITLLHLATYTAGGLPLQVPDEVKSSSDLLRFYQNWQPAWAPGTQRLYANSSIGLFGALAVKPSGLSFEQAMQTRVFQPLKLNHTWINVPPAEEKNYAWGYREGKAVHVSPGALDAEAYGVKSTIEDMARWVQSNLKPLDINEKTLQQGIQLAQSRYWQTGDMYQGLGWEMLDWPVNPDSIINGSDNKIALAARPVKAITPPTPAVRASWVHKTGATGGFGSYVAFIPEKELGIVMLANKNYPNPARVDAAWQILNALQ
#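 AmpC (5.3 nM in the dispensed reagent) in 20 mM phosphate pH 7.0 with 0.01% (detergent screen) or 0.0001% Triton X-100 was preincubated with compounds for 15 min at room temperature. Nitrocefin was then added from an 800 uM solution, and hydrolysis was followed at 480 nm.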
# HCV inhibitor: inhibitors of hepatitis C virus infection | Huh7.5.1 HCVcc-Cre infection, luciferase reporter, 44 h | Potency, µM (titrated, usually from 41.8 µM), for the others: at the highest dose activity change, negative = inhibition, most hits filed as inhibitors | actives 3.4% (n = 340,000) | AID 651820; note: potency is the fitted concentration of half-maximal effect
#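 After 44 h co-culture of compound, cells and HCVcc-Cre (~0.5 moi), substrate is added for 15 min at room temperature and luciferase measured over 15 sec. Cells were seeded at 1,000/well and pre-cultured 4 h.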
# FBPA Giardia inh: inhibitors of Giardia lamblia fructose-1,6-bisphosphate aldolase; AID 2451; actives 0.71% (n = 290,000); Potency, µM (top dose mostly 59.6 µM), for the others: top-dose activity, negative = inhibition, most hits filed as inhibitors; A8B2U2; purified Giardia FBPA; note: potency is the fitted concentration of half-maximal effect; nearly all actives have a fitted effect of over 55% in size
# Target sequence (A8B2U2 whole entry, looked up): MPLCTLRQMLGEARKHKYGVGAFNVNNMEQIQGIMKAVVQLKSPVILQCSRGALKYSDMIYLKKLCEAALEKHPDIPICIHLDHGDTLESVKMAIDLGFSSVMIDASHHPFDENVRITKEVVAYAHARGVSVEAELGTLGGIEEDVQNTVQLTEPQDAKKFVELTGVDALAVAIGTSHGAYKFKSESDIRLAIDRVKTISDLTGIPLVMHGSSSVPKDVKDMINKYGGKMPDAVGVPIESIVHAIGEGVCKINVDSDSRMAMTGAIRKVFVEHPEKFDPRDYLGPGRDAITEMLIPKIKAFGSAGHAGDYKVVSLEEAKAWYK
#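 40 nM FBPA preincubated 10 min at RT with compound (up to 57.5 uM final), then substrate plus GAPDH/TPI/NAD/arsenate coupling and diaphorase/resazurin added. Fluorescence read after 20 min at RT, 525/598 nm.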
# HCMV inh: inhibitors of human cytomegalovirus. actives 4.5% (n = 410,000). activity change, negative = inhibition, % at 57.5 µM. HFF cells, HCMV-luciferase reporter, 72 h; hits give low values. AID 1259415; in the data active = activity change below about -60%; inconclusive = no clear call, values can overlap the other calls; inactive = above about -39%
#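 Cell-based, HFFs, 1000 cells/well, 16 h 37C; cpds in DMSO + HCMV-luc, MOI 1 PFU/cell; 72 h 37C; OneGlo luminescence after 5 min RT; norm. to buffer vs Salinomycin 10uM.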
# Sm TGR block: S. mansoni TGR enzyme inhibition; Q962Y6; purified TGR, DTNB reduction, TNB absorbance 405 nm; Potency, µM (top dose mostly 114 µM), without a hit: at the top dose activity change, negative = inhibition, hits mostly inhibitors; actives 3% (n = 360,000); note: potency is the fitted concentration of half-maximal effect; nearly all actives have a fitted effect of over 60% in size
#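 Kinetic colorimetric format: TGR-catalysed, NADPH-driven DTNB reduction monitored via TNB absorbance. Enzyme dispensed at 20 nM; compound exposure 15 min at room temperature before reaction start.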
# AMA1-RON2 inh: disrupts binding of P. falciparum AMA1 to RON2. actives 0.2% (n = 360,000). Potency, µM (top dose mostly 58.2 µM), for inactives: at the highest dose activity change, negative = inhibition, usual class: inhibitors. AID 720542. AlphaScreen AMA1-biotinylated RON2 peptide binding;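 note: potency is the fitted concentration of half-maximal effect; 0% = vehicle wells and -100% = peptide control; nearly all actives have a fitted effect of over 45% in size; some results filed as inactive show a strong effect at the top dose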
#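 AMA1 (3D7) with his tag at 25 nM final met compounds first, then biotinylated RON2 peptide at 25 nM; detection used donor plus acceptor beads, 10 µg/mL apiece, read by AlphaScreen after 30 min at room temperature.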
# * = called active by the depositor; ? = inconclusive; . = no result given; & = joins results of further samples; [ ] = remark or other dose. Unless noted, calls come from the whole dose curve; as a rule, active = well fitted curve in the direction sought with a large enough effect; inconclusive = small, poorly fitted or top-dose-only effect, or another doubt; inactive = no such curve, though single readings can be large; an effect the other way counts as inactive or inconclusive. Unless noted, % is set by controls: 0 for no effect and ±100 for the full control effect.
Molecule	AmpC detergent	HCV inhibitor	FBPA Giardia inh	HCMV inh	Sm TGR block	AMA1-RON2 inh
COc1ccc(CN(C)Cc2nc3scc(-c4ccccc4)c3c(=O)[nH]2)cc1OC	?	-13.0%	-0.6%	-60.1*	6.5%	56.2%[activator]
CC1CCN(CC(O)COc2ccc(OCC(O)CN3CCC(C)CC3)cc2)CC1 (configuration not stated)	?	-18.5%	6.4%	16.9	-11.3%	-5.2%
COc1ccc([C@@H]2[C@@H]3C(=O)N(C(C)(C)C)C(=O)[C@@H]3[C@]3(CC(C)C)C(=O)N(c4ccccc4)C(=O)N23)cc1	-6.9%	7.9%	5.3%	-29.3	-10.7%	0.1%
COc1ccc2c(c1)OC[C@H]1[C@@H]2N2C(=O)CNC(=O)[C@@]2(C)[C@H]1c1ccccc1	-4.6%	3.5%	.	-3.5	-1.8%	-0.3%
COc1ccc(-c2cc(OC(=O)c3ccc(Cl)cc3)c3c(C)oc(C)c3c(=O)c2)cc1	-1.9%	.	.	20.4	39.8µM*	.
CN(C1CCCCC1)S(=O)(=O)c1ccc(NC(=O)c2ccc(Br)o2)cc1	3.4%	17.3%&-22.6%	2.2%	-19.4	-3.8%	-2.5%
CC(=O)N(CCCN(C)C)c1nc2ccc(C)cc2s1	0.5%	?	1.6%	0.0	-2.2%	6.4%
COc1ccc(-n2c(SCC(N)=O)nc3sc4c(c3c2=O)CCC4)cc1	2.8%	10µM*	1.6%	1.0	11.9%	-11.7%
O=C1CSC2=NCN(c3ccccc3)CN12	-9.8%	7.8%	4.3%	-8.9	?	23.1%
COC(=O)c1ccc(OCC2c3cc(OC)c(OC)cc3CCN2C(=O)C2CC2)cc1 (configuration not stated)	2.5%	-14.9%	0.4%	45.7	0.0%	-16.9%
COc1cc(CN2CCCC(C(=O)Nc3cccc(-n4cccn4)c3)C2)ccc1F (configuration not stated)	1.8%	-20.2%	.	-5.4	-20.6%	1.8%
O=C(CSc1nc2ccccc2s1)NCCOc1ccc(Cl)cc1	?	12.8%	-5.4%	23.2	0.0%	-4.2%

# Pulled by structure from above, three records:
Molecule	AmpC detergent	HCV inhibitor	FBPA Giardia inh	HCMV inh	Sm TGR block	AMA1-RON2 inh
COc1ccc(-c2cc(OC(=O)c3ccc(Cl)cc3)c3c(C)oc(C)c3c(=O)c2)cc1	-1.9%	.	.	20.4	39.8µM*	.
COc1ccc2c(c1)OC[C@H]1[C@@H]2N2C(=O)CNC(=O)[C@@]2(C)[C@H]1c1ccccc1	-4.6%	3.5%	.	-3.5	-1.8%	-0.3%
O=C1CSC2=NCN(c3ccccc3)CN12	-9.8%	7.8%	4.3%	-8.9	?	23.1%

# (continued)
Molecule	AmpC detergent	HCV inhibitor	FBPA Giardia inh	HCMV inh	Sm TGR block	AMA1-RON2 inh
O=C(O)CCC(=O)N1CCN(c2ncccc2C(F)(F)F)CC1	3.5%	21.5%	4.0%	8.7	-8.0%	3.6%
CC(C)(O)C#Cc1ccc(C(=O)N2CCN(c3ccccc3)CC2)cc1	-2.8%	7.2%	0.1%	-17.9	-3.7%	6.2%
CC(C)Cc1ccc(CN2CCCC(NC(=O)CCCN3CCCC3=O)C2)cc1 (configuration not stated)	-8.7%	10.7%	12.6%	-37.3	-6.2%	-11.1%
O=C(CC1S/C(=N/N=C/c2c[nH]c3ccc(OCc4ccccc4)cc23)NC1=O)Nc1ccccc1 (configuration not stated)	?	14.2%	0.7%	-15.7	1.0%	-8.0%[2.32 µM]
CCN(CC)CCCNc1oc(-c2ccccc2[N+](=O)[O-])nc1C#N	8.9%	26.0%	?	-2.4	-21.3%	104.8%[activator]
Cc1ccc(C2CC(c3cccs3)n3nc(N)nc3N2)cc1 (configuration not stated)	-8.8%	15.9%	-4.0%	2.8	2.6%	-9.2%
O=C(CCN1CCN(c2ccc(Cl)cc2)CC1)Nc1nccs1	7.0%	0.3%	-2.4%	-0.1	5.9%	10.3%
NS(=O)(=O)c1ccc(CCNC(=O)CCCCCn2c(=S)[nH]c3ccc(Br)cc3c2=O)cc1	?	?	1.9%	-28.4	-13.0%	75.9%[activator]
CN(Cc1ccccc1)S(=O)(=O)c1ccc(-c2cnc(C3CC3)o2)cc1	-3.8%	.	.	-2.2	6.5%	.
Cc1ccc(N2C(=O)C(Cl)=C(NCc3ccccc3)C2=O)c(C)c1	2.8%	16.9%	-0.1%	48.0	-23.9%	40.2%[activator]
Cc1c(C(=O)Nc2ccccc2Cl)sc2ncnc(N(C)C3CCCCC3)c12	9.4%	.	.	-16.5	1.0%	.
Cc1ccc(C(=O)Nc2cccc(C(=O)N/N=C/c3ccccc3F)c2)cc1	7.3%	-13.4%	-18.3%	-8.5	0.6%	11.5%
COc1ccc(-c2nnn(Cc3nn[nH]n3)n2)cc1OC	-10.0%	12.8%	-9.2%	20.2	-3.9%	12.6%
CC1CCN(C(=O)CN2C(=O)NC(c3ccccc3)(c3ccccc3)C2=O)CC1	-9.8%	10.8%	.	-8.1	-0.3%	-1.4%
CC(C)Oc1ccc(CNC(=O)C2CCN(Cc3cc4ccccc4n3Cc3ccccc3)CC2)cc1	-6.0%	.	.	3.7	4.0%	.
COc1ccc(NC(=O)c2cc([N+](=O)[O-])ccc2N2CCCC2)cc1	9.3%	9.9%	-5.9%	-27.7	5.5%	11.2%
CCc1ccc(C2c3[nH]c4ccccc4c3CCN2C(=O)CNC(N)=O)cc1 (configuration not stated)	4.7%	28.8%	-11.1%	11.1	2.4%	-17.1%
COc1ccccc1N1CCN(C(=O)c2cccc(S(=O)(=O)N3c4ccccc4CC3C)c2)CC1 (configuration not stated)	.	10µM*	.	-34.9	.	21.8%[11.6 µM]
Nc1nonc1-c1nc2ccccc2n1Cc1ccc(Br)cc1	24.5%	.	.	4.0	0.6%	.
COc1cc2cc(C(=O)N3CCOCC3)cc(-c3ccc(C)cc3)c2cc1OC	-3.1%	?	4.7%	?	0.4%	0.0%
Fc1cc(F)c2nc(Nc3nc4c(F)cccc4s3)sc2c1	3.5%	-7.7%	3.3%	20.9	-1.0%	23.7%
Cc1cc(/C=C2\C(=O)NC(=O)N(c3cccc(Br)c3)C2=O)c(C)n1C	-10.7%	17.6%	0.6%	?	-20.5%	4.4%
O=C(CN1C(=O)NC2(CCCc3ccccc32)C1=O)N1CCN(C(=O)c2ccco2)CC1 (configuration not stated)	-0.7%	?	7.1%	-7.1	2.0%	3.4%
CCN1CCN(CCCNC(=O)c2csc3c2CCCCC3)CC1	1.8%	-4.7%	4.3%	5.8	3.2%	-2.6%

# By substructure, the compounds so far containing an aryl thioether with sulfur outside any ring (two)
Molecule	AmpC detergent	HCV inhibitor	FBPA Giardia inh	HCMV inh	Sm TGR block	AMA1-RON2 inh
COc1ccc(-n2c(SCC(N)=O)nc3sc4c(c3c2=O)CCC4)cc1	2.8%	10µM*	1.6%	1.0	11.9%	-11.7%
O=C(CSc1nc2ccccc2s1)NCCOc1ccc(Cl)cc1	?	12.8%	-5.4%	23.2	0.0%	-4.2%

# 2 successive entries from above:
Molecule	AmpC detergent	HCV inhibitor	FBPA Giardia inh	HCMV inh	Sm TGR block	AMA1-RON2 inh
O=C(CN1C(=O)NC2(CCCc3ccccc32)C1=O)N1CCN(C(=O)c2ccco2)CC1 (configuration not stated)	-0.7%	?	7.1%	-7.1	2.0%	3.4%
CCN1CCN(CCCNC(=O)c2csc3c2CCCCC3)CC1	1.8%	-4.7%	4.3%	5.8	3.2%	-2.6%

# Later entries.
Molecule	AmpC detergent	HCV inhibitor	FBPA Giardia inh	HCMV inh	Sm TGR block	AMA1-RON2 inh
O=C(c1ccccc1)c1ccc2nc(N3CCCCC3)c3nncn3c2c1	?	?	-3.1%	?	-7.0%	4.8%
Cc1ccc(NC(=O)c2cc(N3CCOCC3)nc3ccccc23)cc1	?	?	-1.9%	50.0	0.0%	6.4%
O=S(=O)(c1ccccc1)c1nc(-c2ccccc2)oc1N1CCCCC1	4.3%	?	-29.3%	8.0	22.4µM*	6.2%
CCc1c(C)c2ccc(O)c(CN3CCN(c4ccccc4)CC3)c2oc1=O	21.1%	.	.	-60.6*	-3.6%	.
CCN1CCN(c2oc(COc3ccc(-c4ccccc4)cc3)nc2C#N)CC1	?	?	-6.6%	-35.1	-5.8%	?
COc1ccc(CN2CCN(c3ncnc4scc(-c5ccc(F)cc5)c34)CC2)cc1	-1.7%	?	40.8%	20.7	0.3%	-5.9%
COc1ncnc2c1oc1nc(CC(C)C)c3c(c12)CC(C)(C)OC3	1.3%	-6.0%	2.7%	-29.9	7.7%	-17.3%
CCOC(=O)CSc1nc2ccc(N)cc2s1	-2.3%	-29.0%	-26.9%	24.7	10.3%	2.3%
C/C(=N\NC(=O)CC1N=C(Cc2ccccc2)NNC1=O)c1ccccc1 (configuration not stated)	?	12.8%	0.8%	94.4	-7.0%	-3.5%
CCN(Cc1ccccc1)c1ccccc1	.	9.8%	.	5.0	.	4.5%
COC(=O)C1=C(C)N(C)C(=S)N(C)C1c1ccc(OC)cc1 (configuration not stated)	-2.2%	0.9%	10.5%	17.9	0.7%	-7.6%
CC1(C)CC(NC2C3CC4CC(C3)CC2C4)CC(C)(C)N1 (configuration not stated)	5.0%	-76.3%	-13.6%	-12.3	10.9%	0.9%
O=C(OCC(=O)c1ccc[nH]1)c1ccccc1	2.5%	-1.0%	-1.5%	16.5	11.2%	0.2%
CC1Sc2ccc(C(=O)NCc3ccccn3)cc2NC1=O (configuration not stated)	-13.8%	-7.6%	.	?	-15.6%	110.0%[activator]
COc1ccc(CCN2CC(C(=O)OCC(=O)NC(Cc3ccccc3)C(C)=O)CC2=O)cc1OC (configuration not stated)	.	16.4%	.	0.0	.	-6.9%
c1ccc2c(c1)CCc1c(-c3ccncc3)n[nH]c1-2	1.4%	?	.	34.3	-6.6%	-8.5%
CC(C)N1CCN(Cc2c[nH]c3ccccc23)CC1CCO (configuration not stated)	3.0%	7.7%	1.3%	12.2	0.0%	7.5%
c1ccc(-c2nc(-c3ccncc3)no2)cc1	6.1%	-24.6%	-12.6%	7.2	2.0%	-6.2%
OCC[C@@H]1C[C@@H](O)[C@H](O)[C@]2(OCc3ccccc32)O1	-13.4%	8.3%	3.9%	?	-1.0%	-8.6%
CCOc1ccccc1CNC(=O)CCCc1cn(C)c2ccccc12	-0.8%	0.0%[8.37 µM]	5.8%	-21.1	0.9%	-28.6%

# Profiles, quoted from the list:
# Listed for c1ccc2c(c1)CCc1c(-c3ccncc3)n[nH]c1-2 : AmpC detergent: 1.4%; HCV inhibitor: ?; FBPA Giardia inh: .; HCMV inh: 34.3; Sm TGR block: -6.6%; AMA1-RON2 inh: -8.5%
# Listed for CCOc1ccccc1CNC(=O)CCCc1cn(C)c2ccccc12 : AmpC detergent: -0.8%; HCV inhibitor: 0.0%[8.37 µM]; FBPA Giardia inh: 5.8%; HCMV inh: -21.1; Sm TGR block: 0.9%; AMA1-RON2 inh: -28.6%
